Source: PubChem
BAZ2B block: BAZ2B (human) inhibition; AlphaScreen BAZ2B-H3K14Ac peptide displacement; Potency, µM (doses to about 114 µM), for the others: top-dose activity change, negative = inhibition, hits mostly inhibitors; 4.4% of 360,000 active; AID 504333; also: potency is read from the fitted curve at half-maximal effect; % is scaled to controls: 0 for no effect and ±100 for the full control effect; nearly all actives have a fitted effect of over 60% in size
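In this displacement format the biotinylated H3(5-23) peptide acetylated at Lys14 serves as ligand at 50 nM, with BAZ2B at 50 nM in PBS pH 7.4 containing 0.01% Tween-20. Donor and acceptor beads are 10 ug/mL final.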
HP1b binding inh: HP1-beta chromodomain-methylated histone interaction inhibition. 0.56% of 390,000 active. Potency, µM (series often up to 114 µM), without a hit: at the top dose activity change, negative = inhibition, hits mostly inhibitors. AlphaScreen HP1-beta / biotin-H3K9me3 peptide binding. AID 540317. P83916; also: potency is read from the fitted curve at half-maximal effect; nearly all actives have a fitted effect of over 70% in size; inactives centre near 23
Target sequence (P83916 whole entry, looked up): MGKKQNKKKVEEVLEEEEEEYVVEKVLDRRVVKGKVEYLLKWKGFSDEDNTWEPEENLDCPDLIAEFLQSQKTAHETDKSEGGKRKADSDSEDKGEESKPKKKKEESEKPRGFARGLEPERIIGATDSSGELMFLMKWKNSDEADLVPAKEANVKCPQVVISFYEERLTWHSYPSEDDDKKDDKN
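AlphaScreen: HP1-beta (50 nM) preformed 30 min with biotin-H3(1-18)K9me3 peptide (50 nM) in PBS pH 7.4, 0.01% Tween-20. Compound added for 30 min at RT, then streptavidin donor/nickel chelate acceptor beads (10 ug/mL) for 30 min.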
ERG-DNA inh: blocks human ERG Ets domain binding to DNA; Potency, µM (highest dose often 76.9 µM), without a hit: at the top dose FP activity, negative = inhibition, hits mostly inhibitors; fluorescence polarization, His-ERG Ets domain / labelled DNA; 0.028% of 370,000 active; active = well fitted inhibition curve with a large enough effect in the polarisation, with a control signal flat; inconclusive = small, poorly fitted or top-dose-only effect, or effect the other way, or a change in a side signal; inactive = no such curve, though single readings can be large or run the other way; the % refers to the polarisation;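 also: polarization taken with two DNA probes labelled with fluorescein and Texas red; potency is read from the fitted curve at half-maximal effect; % of control where 0% means no effect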
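His-tagged ERG Ets domain (1 uM in the protein solution; 300mM KCl, 50mM Tris-HCl, 1mM EDTA, 1mM DTT, pH 7.5) received compound, then a probe mix of 5 nM fluorescein-DNA and 100nM Texas-615-DNA. Fluorescence polarization was read for both dyes.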
PI4K2A block: blocks human PI4K2A kinase activity. Q9BTU6. purified PI4K2A, ADP-Glo luminescence, 1 h; hits give low values. activity change, negative = inhibition, % at 76.9 µM. 0.13% of 420,000 active; in the data active = activity change below about -50%; inconclusive = mostly about -30% to -49%;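 also: -100% = wells without enzyme as full effect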
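PI4K2A activity was measured by ADP-Glo luminescence: enzyme (4 ug/mL stock) and phosphatidylinositol (1.2 mM stock) in Tris pH 7.5/MgCl2/EGTA/Triton X-100 buffer were reacted with ATP (300 microM stock) for one hour at ambient temperature.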
ALOX12 inh: inhibitors of human 12S-lipoxygenase ALOX12; P18054; purified 12hLO, xylenol orange hydroperoxide absorbance; Potency, µM (highest dose often 108 µM), for inactives: top-dose activity change, negative = inhibition, most hits filed as inhibitors; 1.1% of 580,000 active; AID 1671190; also: potency is read from the fitted curve at half-maximal effect; % is scaled to controls: 0 for no effect and ±100 for the full control effect
Target sequence (P18054 whole entry, looked up): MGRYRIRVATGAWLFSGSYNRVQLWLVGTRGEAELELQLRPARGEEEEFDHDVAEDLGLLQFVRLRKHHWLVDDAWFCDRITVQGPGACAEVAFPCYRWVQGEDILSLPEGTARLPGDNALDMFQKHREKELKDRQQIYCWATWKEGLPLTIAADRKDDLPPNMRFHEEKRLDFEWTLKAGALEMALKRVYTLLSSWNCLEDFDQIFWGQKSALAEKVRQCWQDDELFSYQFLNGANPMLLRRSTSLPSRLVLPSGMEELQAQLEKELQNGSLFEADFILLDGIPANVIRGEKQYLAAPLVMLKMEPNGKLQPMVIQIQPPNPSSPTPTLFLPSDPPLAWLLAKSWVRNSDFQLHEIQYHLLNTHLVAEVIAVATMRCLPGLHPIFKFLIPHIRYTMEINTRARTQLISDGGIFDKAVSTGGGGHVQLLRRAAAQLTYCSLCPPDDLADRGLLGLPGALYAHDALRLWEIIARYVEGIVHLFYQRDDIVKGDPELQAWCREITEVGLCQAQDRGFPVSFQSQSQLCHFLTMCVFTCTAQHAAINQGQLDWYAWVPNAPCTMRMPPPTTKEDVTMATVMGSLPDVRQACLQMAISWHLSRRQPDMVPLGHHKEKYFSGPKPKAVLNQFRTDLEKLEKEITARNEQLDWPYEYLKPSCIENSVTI
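Purified human 12hLO at 150 nM in 25 mM Hepes, 0.01% Triton X-100, pH 7.0, preincubated 15 min at room temperature with compound. Reaction started with 40 uM arachidonic acid, 30 min at room temperature. Hydroperoxide measured by Fe-xylenol orange, 573/405 nm absorbance ratio.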
JMJD2A Tudor inh: inhibitors of human JMJD2A Tudor domain; AlphaScreen JMJD2A-Tudor / H3K4me3 peptide binding; Potency, µM (doses to about 114 µM), for inactives: at the highest dose activity change, negative = inhibition, usual class: inhibitors; 4.4% of 390,000 active; also: potency is read from the fitted curve at half-maximal effect; % is scaled to controls: 0 for no effect and ±100 for the full control effect; nearly all actives have a fitted effect of over 50% in size
GLS inhibitor: inhibitors of human glutaminase (GLS); AID 624170; 0.21% of 410,000 active; Potency, µM (highest dose often 45.5 µM), for inactives: at the highest dose activity change, negative = inhibition, actives largely listed as inhibitors; GLS enzymatic activity, qHTS titration; also: potency is read from the fitted curve at half-maximal effect; % is scaled to controls: 0 for no effect and ±100 for the full control effect
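Compounds were pin-transferred onto hKGA, after which L-glutamine (1 mM solution) and a detection mix of glutamate oxidase, HRP and Amplex Red were added. Initial and 30 min RT fluorescence reads were collected.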
RGS4 inhibitor: inhibitors of human regulator of G protein signaling 4; P49798; Transcreener GDP fluorescence polarization, RGS4-accelerated GTP hydrolysis; Potency, µM (top dose mostly 114 µM), for the others: at the highest dose activity change, negative = inhibition, hits mostly inhibitors; 0.039% of 390,000 active; AID 504845; also: potency is read from the fitted curve at half-maximal effect; % is scaled to controls: 0 for no effect and ±100 for the full control effect; nearly all actives have a fitted effect of over 75% in size; some results filed as inactive show a strong effect at the top dose
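MLSMR compounds (23 nl, pin-transferred) preincubated 10 min at room temperature with a 500nM (2x) first reagent, then RGS4 at 900nM (2x) plus Transcreener GDP mix added; fluorescence polarization (620/688 nm) read before and after 90 min at 30 °C.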
G9a inh: inhibitors of human histone lysine methyltransferase G9a | Q96KQ7 | G9a H3K9 monomethylation, AlphaScreen, 2 h | Potency, µM (highest dose often 102 µM), for inactives: top-dose activity, negative = inhibition, hits mostly inhibitors | 8.8% of 350,000 active | AID 504332; also: potency is read from the fitted curve at half-maximal effect; % is scaled to controls: 0 for no effect and ±100 for the full control effect; nearly all actives have a fitted effect of over 75% in size
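Enzyme 20 nM + cpd, 15 min RT; add b-H3K9 pep 500 nM / SAM 20 uM; 2 h RT; anti-H3K9me1 Ab 0.5 ug/mL + SA donor / anti-rabbit acceptor beads 20 ug/mL each, 10 min; AlphaScreen read.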
* marks the source's active call; other numbers are inactive results; ? = inconclusive; nt = no result given; & = joins results of further samples; [ ] = dose if it differs, or a comment. Unless noted, calls follow the shape of the dose curve; as a rule, active = well fitted curve in the direction sought with a large enough effect; inconclusive = small, poorly fitted or top-dose-only effect, or another doubt; inactive = no such curve, though single readings can be large; an effect the other way counts as inactive or inconclusive. These rows are one share of the data; the hit share may differ from the screen's.

entry | mol | BAZ2B block | HP1b binding inh | ERG-DNA inh | PI4K2A block | ALOX12 inh | JMJD2A Tudor inh | GLS inhibitor | RGS4 inhibitor | G9a inh
1 | COc1ccc(N(C(=O)CNC(=O)c2ccco2)C(C(=O)NC2CCCCC2)c2ccncc2)cc1 (configuration not stated) | 10% | 26% | 4% | -4 | -10% | 3% | 6% | 4% | -3%[59 µM]
2 | CN(C)CCCNC(=S)Nc1ccc(Oc2ccccc2)cc1 | -12% | 22% | 23% | 2 | ? | 4%[57.1 µM] | -15% | 3% | -39%
3 | CCN(CC(=O)Nc1cc(Cl)ccc1C)C(=O)c1ccc2c(=O)n3c(nc2c1)CCC3 | 7% | 12% | -3% | 4 | 9% | -1% | 6% | -4% | 8%[12.7 µM]
4 | CC(C)c1ccc(N)c(S(=O)(=O)O)c1 | -12% | 25% | 5% | -1 | ? | -25% | 13% | 18% | ?
5 | CC(NC(=O)CCNC(=O)c1ccccc1Cl)c1ccc(-n2ccnc2)cc1 (configuration not stated) | -18% | 37%[activator] | 0% | 0 | 2% | 6% | -1% | 8% | -41%
6 | CCC(C)NC(=O)CS(=O)Cc1nc(-c2cccc(OC)c2)oc1C (configuration not stated) | -3% | 44%[activator] | -1% | 2 | -1%[57.4 µM] | -8% | -1% | -29% | ?
7 | COc1ccccc1NC(=O)C(C)OC(=O)CCC1CCCCC1 (configuration not stated) | 95%[activator] | 200%[activator] | 3% | 2 | ? | 125%[activator] | 5% | 6% | 162%[activator]
8 | COc1ccc(C2C(C(=O)OCC(=O)NC(C)(C)C)CCC(=O)N2c2ccc(C)cc2)cc1OC (configuration not stated) | 8% | 31% | -27% | 5 | ? | -13% | -2% | 2% | 6%[59 µM]
9 | CC(C)NC(=O)CCn1ccc2cc(S(=O)(=O)N3CCCC3)ccc21 | -9% | 53%[activator] | 2% | 20 | 5% | -6% | 0% | 19%[11.4 µM] | 25%
10 | O=C1/C(=C/c2ccc(F)c(F)c2)CSc2sccc21 | -1% | 26% | 15% | 1 | -5% | 15% | 1% | -32% | -4%[59 µM]
11 | O=C(Nc1cccc2nsnc12)c1ccc(-c2cccc(Cl)c2)o1 | 6%[57.1 µM] | 28% | 19% | -21 | ? | -13% | 10% | ? | 25µM*
12 | COc1cc(C)c(S(=O)(=O)NC2CC(C)(C)NC(C)(C)C2)cc1C | -19% | 31% | -3% | 2 | -15% | 8% | 1% | -43% | -7%
13 | CN1CCN(S(=O)(=O)c2ccc(Cl)cc2)CC1 | 21% | 20%&21% | 5%&3% | -3&0 | -13%&67% | -16%&-11% | 10%&5% | -10%&26% | 16%[0.501 µM]
14 | COc1ccc(NC(=O)COC(=O)c2n[nH]c3ccccc23)c(OC)c1 | -3% | 33% | 2% | 0 | ? | -18% | 4% | -11% | 4%[12.7 µM]
15 | CCOc1ccc(CN(C)C(C)C(=O)Nc2ccc([N+](=O)[O-])cc2Cl)cc1OC (configuration not stated) | -38% | 25% | 13% | -2 | -11% | 0% | 1% | -17% | ?
16 | O=C(CCCC(=O)c1ccccc1)Nc1ccc(F)cc1 | -1% | 1% | -5% | -1 | 1% | -16% | -7% | -18% | -2%[12.7 µM]
17 | CCCS(=O)(=O)N1CC(=O)N(c2ccccc2F)C(C)(C(=O)NC2CCCCCC2)C1 (configuration not stated) | 0% | 37% | -7% | -2 | -4% | -1% | 2% | 0% | 2%[59 µM]
18 | O=C(COC(=O)Cc1cccs1)Nc1ccccc1 | 7% | 28% | -2% | -4 | 14% | -11% | 15% | -4% | 2%
19 | CCCCCOc1ccc(N2C(=O)CC(N(O)c3ccccc3)C2=O)cc1 (configuration not stated) | -2% | 18% | -3% | 10 | ? | -19% | 43%[activator] | 23% | 50µM*
20 | CCc1nc(N)c(C#N)c(-c2cccn2C)c1C | nt | 7% | 6% | -5 | -19% | 18% | 1% | -16% | nt

Copied from the entries so far, 11 compounds:
entry | mol | BAZ2B block | HP1b binding inh | ERG-DNA inh | PI4K2A block | ALOX12 inh | JMJD2A Tudor inh | GLS inhibitor | RGS4 inhibitor | G9a inh
10 | O=C1/C(=C/c2ccc(F)c(F)c2)CSc2sccc21 | -1% | 26% | 15% | 1 | -5% | 15% | 1% | -32% | -4%[59 µM]
11 | O=C(Nc1cccc2nsnc12)c1ccc(-c2cccc(Cl)c2)o1 | 6%[57.1 µM] | 28% | 19% | -21 | ? | -13% | 10% | ? | 25µM*
12 | COc1cc(C)c(S(=O)(=O)NC2CC(C)(C)NC(C)(C)C2)cc1C | -19% | 31% | -3% | 2 | -15% | 8% | 1% | -43% | -7%
13 | CN1CCN(S(=O)(=O)c2ccc(Cl)cc2)CC1 | 21% | 20%&21% | 5%&3% | -3&0 | -13%&67% | -16%&-11% | 10%&5% | -10%&26% | 16%[0.501 µM]
14 | COc1ccc(NC(=O)COC(=O)c2n[nH]c3ccccc23)c(OC)c1 | -3% | 33% | 2% | 0 | ? | -18% | 4% | -11% | 4%[12.7 µM]
15 | CCOc1ccc(CN(C)C(C)C(=O)Nc2ccc([N+](=O)[O-])cc2Cl)cc1OC (configuration not stated) | -38% | 25% | 13% | -2 | -11% | 0% | 1% | -17% | ?
16 | O=C(CCCC(=O)c1ccccc1)Nc1ccc(F)cc1 | -1% | 1% | -5% | -1 | 1% | -16% | -7% | -18% | -2%[12.7 µM]
17 | CCCS(=O)(=O)N1CC(=O)N(c2ccccc2F)C(C)(C(=O)NC2CCCCCC2)C1 (configuration not stated) | 0% | 37% | -7% | -2 | -4% | -1% | 2% | 0% | 2%[59 µM]
18 | O=C(COC(=O)Cc1cccs1)Nc1ccccc1 | 7% | 28% | -2% | -4 | 14% | -11% | 15% | -4% | 2%
19 | CCCCCOc1ccc(N2C(=O)CC(N(O)c3ccccc3)C2=O)cc1 (configuration not stated) | -2% | 18% | -3% | 10 | ? | -19% | 43%[activator] | 23% | 50µM*
20 | CCc1nc(N)c(C#N)c(-c2cccn2C)c1C | nt | 7% | 6% | -5 | -19% | 18% | 1% | -16% | nt
